# HSF-1 act: increases HSF-1 driven luciferase reporter signal; activation, % at 9 µM; NIH3T3-HGL HSF-1 luciferase reporter, MG132, 8 h; 100% = twice DMSO control signal; hit rate 1.7% among 300,000;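 active = mean replicate activation of at least 50% with a set share of replicates each reaching 50%; inconclusive = only one of those two conditions met; inactive = mean below 50% and too few replicates reaching it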;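 note: 0% = median of the neutral control wells and 100% = twice that signal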
# aSyn 5UTR inh: MLPCN primary screen, SNCA 5' untranslated region; alpha-synuclein 5'UTR reporter, inhibitor activity; hit rate 0.82% among 300,000; AID 1813; inhibition, % (tested at 7.5 µM); in the data active = inhibition above about 60%; inconclusive = no clear call, values can overlap the other calls;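 note: H4 neuroglioblastoma cells stably carrying SNCA 5'UTR luciferase fusion; 0% = DMSO wells and 100% = positive control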
# HSP90 inh: HSP90 refolding inhibition in rabbit reticulocyte lysate | luciferase refolding luminescence, 3 h | inhibition, % at 5.6 µM | hit rate 0.91% among 290,000;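 active = inhibition above the screen-wide mean plus 3 SD, computed separately per campaign, cut at about 16% in these data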;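 note: 0% = DMSO wells and 100% = 60 µM geldanamycin wells; inhibitors lower the luminescence because luciferase stays unfolded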
# KLF5 inh: inhibitors of KLF5 expression; DLD-1 KLF5 promoter-luciferase reporter, luminescence; inhibition, % at 5 µM; hit rate 0.23% among 290,000; AID 1700;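 active = inhibition above a per-plate limit of that plate's mean compound inhibition plus 3 SD, cut at about 60% in these data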;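 note: 0% = DMSO wells and 100% = LY294002 at 200 µM; higher means less KLF5 promoter-driven luciferase light; inactives centre near -14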
# IEC-6 cytotox: IEC-6 cytotoxicity, counter-screen for KLF5 inhibitors. hit rate 0.78% among 290,000. AID 1825. luminescence viability. inhibition, % at 5 µM; in the data active = inhibition above about 22%;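 note: 0% = plate median of test compound wells and 100% = cytotoxic reference compound wells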
# HSF1 inhib: HSF1 inhibition; NIH3T3-HGL HSE-luciferase, MG132-induced, luminescence 8 h; active compounds read low; activity change, negative = inhibition, % at 7.5 µM (by protocol); hit rate 0.77% among 300,000; AID 2098;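 active = more than half of replicate wells show activity change below -50%, luminescence cut by over half; inconclusive = some wells, but at most half, below -50%; inactive = no replicate well below -50%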;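 note: luciferase reports HSF-1 transcriptional activity via heat shock element; 0% = median of DMSO wells and -100% = zero luminescence signal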
# HIF act: HIF pathway transcriptional activation | U2OS HRE-luciferase reporter, luminescence; normalized: DMSO 0%, desferrioxamine 100% | activation, % at 7.5 µM (by protocol) | hit rate 0.32% among 300,000;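 active = mean activation of at least 10% of the iron chelator positive control signal, with at least half of replicates also reaching 10%; inconclusive = mean and replicate majority disagree about reaching 10%; inactive = mean and most replicates under 10%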
# GSK3A inh: inhibitors of human GSK-3 alpha kinase; ADP-Glo luminescence, 60 min; inhibition, % at 10 µM; hit rate 0.1% among 320,000; AID 2650;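 in the data active = inhibition above about 50%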;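 note: GST-tagged GSK-3 alpha with peptide substrate and 25 µM ATP; 0% = DMSO neutral wells and 100% = GW8510 positive control wells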
# Target sequence (P49840 whole entry, looked up): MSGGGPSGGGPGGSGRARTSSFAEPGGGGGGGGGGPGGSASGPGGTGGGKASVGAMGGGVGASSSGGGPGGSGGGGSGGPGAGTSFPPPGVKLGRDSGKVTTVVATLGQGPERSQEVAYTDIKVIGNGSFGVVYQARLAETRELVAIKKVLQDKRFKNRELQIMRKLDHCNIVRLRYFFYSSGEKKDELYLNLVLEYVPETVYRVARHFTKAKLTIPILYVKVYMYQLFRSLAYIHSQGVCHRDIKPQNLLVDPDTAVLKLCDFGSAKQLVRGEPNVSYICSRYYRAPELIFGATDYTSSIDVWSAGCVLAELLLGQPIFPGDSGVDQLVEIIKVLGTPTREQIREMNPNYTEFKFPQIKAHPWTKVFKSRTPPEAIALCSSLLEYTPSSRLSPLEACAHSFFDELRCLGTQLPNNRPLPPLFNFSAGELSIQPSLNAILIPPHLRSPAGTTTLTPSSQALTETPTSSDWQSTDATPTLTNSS
# GSK3beta inhib: inhibitors of human GSK3beta kinase; hit rate 0.038% among 300,000; activity score (negative = inhibition), % at 10 µM; GST-GSK3beta kinase, ADP-Glo luminescence, 60 min; active compounds read low; AID 2097;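 active = more than half of replicate wells score below -50%, meaning over 50% inhibition versus plate controls; inconclusive = some replicates but at most half score below -50%; inactive = no replicate scores below -50%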;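 note: 0% = median DMSO wells and -100% = median GW8510 positive control wells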
# Target sequence (P49841 whole entry, looked up): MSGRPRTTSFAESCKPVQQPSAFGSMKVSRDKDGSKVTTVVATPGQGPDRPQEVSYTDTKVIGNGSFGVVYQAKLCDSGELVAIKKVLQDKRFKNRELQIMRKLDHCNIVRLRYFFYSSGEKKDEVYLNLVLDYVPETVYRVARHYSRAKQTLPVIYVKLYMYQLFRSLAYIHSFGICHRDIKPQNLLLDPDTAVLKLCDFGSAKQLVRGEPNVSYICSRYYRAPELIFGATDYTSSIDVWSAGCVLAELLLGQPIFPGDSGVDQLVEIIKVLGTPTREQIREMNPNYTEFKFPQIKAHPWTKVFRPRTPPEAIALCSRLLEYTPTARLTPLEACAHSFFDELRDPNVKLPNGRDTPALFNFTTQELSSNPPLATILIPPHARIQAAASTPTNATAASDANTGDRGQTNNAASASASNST
#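 Assay system: GST-fused GSK3beta enzyme, cell-free / Medium: Tris pH 7.5 buffer with MgCl2, DTT, BSA, heparin / Also added: peptide substrate plus 25 µM ATP (final) / Compound: 10 µM single point / Timing: kinase reaction with compound 60 min at room temperature / Detection: ADP-Glo luminescence / Benchmarks: DMSO neutral wells and GW8510 at 20 µM as positive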
# AI-2 QS mod: modulators of Vibrio harveyi AI-2 quorum sensing system; activity change, % at 7.5 µM; Vibrio harveyi JMH597 AI-2 luminescence/OD600 ratio, 9 h; active compounds read low; strain lacks LuxN and CqsS sensors; 0 = neutral-control median; hit rate 0.4% among 300,000; AID 2094; in the data active = activity change below about -75%, passing the limit was not always enough; inconclusive = no clear call, values can overlap the other calls;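 note: luminescence divided by OD600 gain over 9 h not by final OD600 alone; inactives centre near 13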
# * marks the source's active call; other numbers are inactive results; ? = inconclusive; . = not tested or not shown. These rows are one share of the data, so the mix of outcomes need not match the whole.
SMILES,HSF-1 act,aSyn 5UTR inh,HSP90 inh,KLF5 inh,IEC-6 cytotox,HSF1 inhib,HIF act,GSK3A inh,GSK3beta inhib,AI-2 QS mod
CCOC(=O)C1(c2ccccc2)CCN(Cc2cccc(C(=O)O)c2)CC1,-7,-13,1,-7,7,-2,-0.5,-2,2,8
CCC(=O)N1CC(=O)Nc2ccc(F)cc2C1c1ccc(F)cc1 (stereo not given),-3,-30,-2,-37,-1,-11,-2.0,-3,3,12
CC(C)CC1C(C#N)=C(N)Oc2c1c(=O)oc1ccccc21 (stereo not given),7,17,1,-19,4,5,0.2,0,-1,6
COC(=NC1CCCCC1)C(O)c1c[nH]c2ccccc12 (stereo not given),0,10,7,-60,3,7,-0.6,-2,8,7
CC(C)C1(C)N=C(c2ncccc2C(=O)O)NC1=O (stereo not given),-1,-1,6,-29,-1,-10,-0.5,-2,2,14
CCOC(=O)C(O)(c1ccc(NC(=S)NC(=O)c2ccc(Cl)cc2Cl)c(C)c1)C(F)(F)F (stereo not given),-1,-4,5,7,6,-8,-0.1,-1,0,26
C=CCn1c(O)c(C=NCCN2CCOCC2)c(=O)[nH]c1=S,13,0,0,-14,4,3,0.1,-1,-2,.
COc1ccc(OC)c(-n2c(O)c(C=Nc3c(C)n(C)n(-c4ccccc4)c3=O)c(=O)[nH]c2=O)c1,24,-3,0,-31,-2,9,0.4,-2,3,1
CC(=O)N(C)CC#CCN1CCCC(CO)C1 (stereo not given),-11,-8,.,.,.,1,2.4,-2,-5,8
CCOc1ccccc1N1C(=O)NC(=O)C(CCc2ccncc2)(CCc2ccncc2)C1=O,-6,-14,-1,-15,4,-5,0.8,0,0,0
O=P(O)(O)Cc1c(Cl)cccc1Cl,-6,8,3,-34,1,-4,-0.3,-2,3,6
CN(C)c1ccc(/C=C/C=C2/C(=O)NC(=O)N(c3ccccc3)C2=O)cc1,119*,-96,4,-27,-3,73,-14,.,1,51
CCCCCCn1c(=O)c(C(=O)Nc2nnc(C)s2)c(O)c2ccccc21,-9,-10,5,-2,0,3,0.0,-3,0,19
O=C(N/N=C/c1c(O)n(C2CCCCC2)c(=S)[nH]c1=O)c1ccccc1O,-3,-1,-2,-62,-5,-7,0.3,2,2,26
O=Cc1cn(Cc2ccccc2[N+](=O)[O-])c2ccccc12,2,8,6,-45,12,-3,0.4,-2,-3,14
CC(C)(C)NS(=O)(=O)c1ccc(OCC(=O)N2CCN(Cc3ccccc3)CC2)cc1,8,17,0,-38,2,2,0.4,-2,4,-1
Cc1cc([N+](=O)[O-])c2ccccc2[n+]1[O-],-78,127*,4,71*,101*,-78*,1.5,0,1,2
Cc1c(N)c(C)c([N+](=O)[O-])c(C)c1[N+](=O)[O-],-10,42,-1,-32,2,-19,1.6,0,-1,-3
Cn1c(O)c(/C=N/c2ncccn2)c(=O)n(C)c1=O,1,-16,0,1,1,-6,0.0,1,2,17
NP(=O)(OCCCCc1ccccc1)Oc1ccccc1Cl (stereo not given),2,6,1,-34,0,-7,-0.5,-1,5,17
O=C(O)c1cc(Oc2ccc(C(F)(F)F)cc2Cl)ccc1[N+](=O)[O-],4,-2,.,.,.,2,-0.2,-3,5,21
COc1cc(/C=N/NC(=O)CN2CC(c3ccccc3)CC2=O)ccc1OC(=O)N(C)C (stereo not given),6,-9,-2,14,-3,-2,-1.0,-1,-6,7
O=C(Nc1ccc(F)cc1)OC1CN2CCC1CC2 (stereo not given),-3,-38,-1,8,-3,-1,-0.1,1,1,12
O=C1NC(=S)NC(=O)C1=Cc1cccn1-c1ccc(O)cc1,154*,-42,1,-17,0,139,-2.3,.,-2,?
CP(=O)(Nc1ccc(Cl)cc1)c1nc2c(s1)CCCC2 (stereo not given),14,3,4,-27,-2,7,0.5,-2,0,13
CC1(C)OC1COc1c2occc2cc2ccc(=O)oc12 (stereo not given),-24,0,-1,4,-2,-10,-1.1,2,1,18
O=C(O)c1ccc(-n2c(O)c(/C=C3\C=Nc4ccccc43)c(=O)[nH]c2=O)cc1,-11,4,2,-19,-3,-10,2.1,-2,-2,26
O=C(c1ccc2c(c1)OCO2)C1CCCN(CC2CCCCC2)C1 (stereo not given),0,-20,1,-16,4,-6,-1.0,0,1,16
CCOC(=O)c1ccccc1NC(=O)c1c(O)[nH]c(=S)[nH]c1=O,-14,2,.,.,.,-8,0.3,-2,1,1
CN(C)C(=O)CSc1nnc([C@@H](N)Cc2ccccc2)o1,25,8,4,-8,7,12,0.1,0,-11,-3
CC(C)(C)C(=O)OCC12CCC(O1)C1(C)C(=O)OCC21 (stereo not given),-7,1,-2,-22,-2,-9,-2.2,-1,-6,23
CN1C(=O)/C(=C/c2cccn2-c2ccc3ccccc3c2)C(=O)NC1=S,25,-19,6,-34,0,3,0.0,-2,-2,22
O=C1NC(=O)N(Cc2ccccc2Cl)C(=O)/C1=C/c1cccs1,-1,-7,7,-39,4,1,-0.2,-2,-6,-5
O=S(=O)(NC1CN2CCC1CC2)c1ccc(Cl)cc1 (stereo not given),28,10,1,0,6,-2,-0.1,1,-4,2
C/C(=N\N1CCCCCC1)c1c(O)n(-c2ccc(Cl)cc2)c(=O)[nH]c1=O,32,6,6,-20,6,6,0.2,2,0,10
Cc1ccc(-n2c(O)c(C=NCc3cccnc3)c(=O)[nH]c2=O)cc1C,-5,-4,-2,-33,-3,1,-0.3,1,2,10
CN1CCC2(CC1)N=C(c1ccc(F)cc1)C(=S)N2,-7,9,3,2,1,-2,0.2,2,-3,7
O=C1C2CCN(CC2)[C@@H]1Cc1ccc2ccccc2c1O,1,-23,0,-27,-2,-1,0.8,1,4,26
CC(C)OP(=O)(OC(C)C)C(O)c1ccccc1F (stereo not given),-14,20,2,-5,-4,-3,0.0,0,1,11
CC1CCCN(C(=O)c2ccc(N3CC4CC(C3)c3cccc(=O)n3C4)c([N+](=O)[O-])c2)C1 (stereo not given),21,6,-1,-7,-7,10,0.2,0,4,1
Cc1ccc(/C=C2/C(=O)NC(=O)N(CCc3ccc(F)cc3)C2=O)s1,1,-30,-4,-4,-6,-7,0.2,1,-1,8
CNCC(O)c1cc(OCc2ccccc2)c(OCc2ccccc2)cc1F (stereo not given),1,-44,.,.,.,5,-3.0,-5,-3,27
O=S(=O)(c1ccc(Cl)cc1)N1CCCCC1c1cccnc1 (stereo not given),5,0,-3,-29,0,2,0.0,5,3,20
COC(=O)CNC(=O)c1cn(CCC#N)nc1-c1ccc(F)cc1,-3,-3,-2,-24,-3,-4,-1.1,1,-1,8
COc1ccc(C(=O)Cn2c(NCCCl)nc3ccccc32)cc1,-3,8,2,-35,-3,-4,-0.3,1,7,0
O=C1NC(=S)NC(=O)C1=Cc1ccc2c(c1)CCN2CCCCl,14,-5,2,-12,-18,0,0.8,3,5,-36
COc1ccc(N=Cc2c(O)n(-c3ccc(C)cc3)c(=O)[nH]c2=O)cc1,-14,-3,-1,23,-2,-14,0.5,3,4,10
Cc1nc2cc(F)ccc2n1C1CCN(Cc2nnnn2CCc2ccccc2)CC1,0,-11,1,-5,3,1,-0.2,34,-18,19
CCCCCCC(=O)N/N=C/c1c(O)n(CCCC)c(=S)[nH]c1=O,-1,17,1,-8,-6,-4,0.2,1,-1,126
CCOC(=O)C1=Nc2ccccc2/C1=C\c1c(O)n(C)c(=O)n(C)c1=O,-23,21,-1,-13,3,-14,-0.1,3,-2,26
Cc1cc2c(C(F)(F)F)cc(=O)oc2c2c1NCCC2,11,35,1,-2,5,2,-0.2,-2,0,17
COCCn1cc(C(=O)N2CCC3(CC2)OCCO3)c2c3ccccc3n(C)c2c1=O,-8,25,-3,-10,-1,-4,0.0,-1,.,.
CCN(CC)CCNCC(=O)Nc1ccc(Cl)cc1C(=O)c1ccccc1,-6,-15,1,-52,-6,-5,1.1,0,3,-1
CCNCC(O)c1cccc(O)c1 (stereo not given),-8,9,-5,-42,-2,4,-0.1,2,5,8
CCN(CC)c1ccc(/C=N/c2sc3c(c2C#N)C2CCN3CC2)c(O)c1,.,.,0,-9,-3,.,.,0,.,.
CN(C)CC1CCCCC1OC(=O)Cc1ccc(Cl)c([N+](=O)[O-])c1 (stereo not given),2,14,-2,-2,2,-7,-0.4,-3,-2,14
C/C1=C\[C@@H](C)C/C=C/[C@H]2[C@@H]3O[C@]3(C)[C@@H](C)[C@H]3[C@H](Cc4c[nH]c5ccccc45)NC(=O)[C@]32C(=O)/C=C/C(=O)[C@@H]1O,111*,81*,3,-7,91*,91,-2.1,0,1,31
CCN1CC2(COC(=O)c3ccccc3N)CCC(OC)C34C5CC6C(OC)CC(O)(C5C6OC)C(O)(C(OC)C23)C14 (stereo not given),.,.,0,2,2,.,.,-1,.,.
Cc1ccc(NC(=O)[C@@H](NC(=O)N2C[C@H]3C[C@@H](C2)c2cccc(=O)n2C3)C(C)C)cc1,-20,-5,6,-4,0,-2,0.3,0,-3,14
O=C1NC(=O)C2(Cc3ccccc3N3CCCC32)C(=O)N1c1ccccc1 (stereo not given),8,-39,5,-16,7,4,-0.3,-1,1,3

# Next section
SMILES,HSF-1 act,aSyn 5UTR inh,HSP90 inh,KLF5 inh,IEC-6 cytotox,HSF1 inhib,HIF act,GSK3A inh,GSK3beta inhib,AI-2 QS mod
O=C1NC(=O)[C@]2(Cc3ccccc3N3CCN(c4ccccc4)CC32)C(=O)N1c1ccccc1 (stereo not given in full),6,-14,1,5,0,3,3.4,0,-2,16
CC[C@H]1CC2CN3CCc4c([nH]c5ccccc45)C(C(=O)OC)(C2)C13 (stereo not given in full),3,-2,.,.,.,-2,-1.1,-2,-5,-4
CC1CCC(C(C)C)C(OC(=O)Cn2c(COc3ccccc3)[n+](C)c3ccccc32)C1 (stereo not given),7,66*,11,-2,-7,-1,-0.9,18,-19,-6
COc1ccc(-n2c(-c3ccco3)nc3ccccc3c2=O)cc1,-12,-12,4,20,-3,-4,-0.4,-2,-4,153
CC(C)N1CCN(Cc2ccccc2C(F)(F)F)CC1CCO (stereo not given),11,-12,0,-13,4,0,0.0,-4,1,21
CCOc1ccc(CN2CCCC(C(=O)c3ccccc3OC)C2)cc1 (stereo not given),0,4,3,-34,1,7,-15,-1,-2,5
c1ccc(CN2CCc3nc4ccccc4cc3C2)cc1,17,-171,10,-89,4,12,1.8,4,-1,-19
COC(=O)C1=C(c2ccc(S(C)(=O)=O)cc2)C[C@@H]2CC[C@H]1N2C(=O)N1CCCC1,-13,18,.,.,.,-9,0.3,1,-1,-7
CCNc1cc(N2CCNCC2)ccc1[N+](=O)[O-],-10,-4,11,-5,11,-1,0.0,0,1,15
